Assay outcomes: PubChem, Broad Institute
PglD inh = inhibitors of Campylobacter jejuni PglD acetyltransferase | purified PglD enzyme, DTNB colorimetric CoA detection | inhibition, % at 12.5 µM | 360,000 compounds, 0.098% hits | AID 602405; in the data active means inhibition above about 16%, passing the limit was not always enough; further: strong numbers were not always called active
miR-122 sensor = miR-122 inhibition in Huh7 cells; Huh7 miR-122 Renilla luciferase sensor, 48 h; neutral wells = 0, positive control = 100; activation (reporter increase), % at 12.5 µM; 340,000 compounds, 0.3% hits;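 active means mean replicate activation score at least 90 and every replicate individually at or above 90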;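 further: higher luciferase means less miR-122 activity so hits act as miR-122 inhibitors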
PGC1a acetyl inh = modulators of PGC1a acetylation. U2OS PGC1a acetylation, AlphaScreen anti-acetyl-lysine; with virally co-expressed GCN5 acetyltransferase. inhibition, % at 15.6 µM. 350,000 compounds, 0.17% hits. AID 651687;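 active means every replicate shows inhibition of at least 40%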;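 further: 0% = neutral control wells and 100% = positive control wells; some results beyond the cut were filed as inactive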
C2C12 statin = protects C2C12 myotubes from simvastatin toxicity; rescue of ATP level, % at 7.49 µM; ATP luminescence, 48 h; scaled: DMSO 0, geranylgeraniol control 100; AID 602340; 330,000 compounds, 0.78% hits;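 active means mean ATP rescue above about 67%, or every replicate alone reaching that limit, limit read from the data, passing the limit was not always enough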;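 further: myotubes were challenged with 10 µM simvastatin during compound exposure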
FN deposit inh = fibronectin deposition inhibition; AH1F fibroblasts, Alexa488-fibronectin deposition fluorescence, overnight; inhibition, % at 12.6 µM; 350,000 compounds, 0.086% hits; AID 743247;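 active means mean inhibition across replicates of 30% or more, regardless of how many single replicates reach that level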;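 further: positive control wells lacked labelled fibronectin entirely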
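Material: AH1F fibroblast monolayer depositing Alexa488-labelled fibronectin into matrix | Input: 10000 AH1F cells/well | Medium: DMEM plus 2% serum, read in PBS | Reagent: Alexa488-fibronectin, 24 nM final in well | Compound dosing: One dose per compound, pinned | Schedule: 1 h adhesion, overnight exposure | Measured by: Fluorescence at 485 nm excitation, 525 nm emission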
INS-1E GSIS act = GLuc luminescence reporter in INS-1E cells, primary screen for activators of glucose-dependent secretion of insulin; INS-1E GLuc reporter insulin secretion, 2-3 h; activation, % at 16.6 µM; 370,000 compounds, 0.61% hits; AID 743287;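 active means lowest replicate activation of at least 40%, so every replicate reaches that level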;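 further: 0% = median of neutral control wells and 100% = median of IBMX positive control wells; some compounds called inactive have numbers as strong as hits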
Cneo AK release = causes C. neoformans cell lysis; adenylate kinase release luminescence, 4 h; normalised: neutral wells 0, clomiphene wells 100; lysis activity, % at 15 µM; 360,000 compounds, 0.2% hits;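 active means mean lysis activity across replicates of at least 80%, whatever share of replicates individually reach that level; inactive means mean lysis activity below 80%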
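Material – log-phase Cryptococcus neoformans yeast cells · Input – 5 × 10^6 yeast cells/mL · Medium – fresh YPD growth medium · Doses – single compound concentration per well · Timing – static 4 h at 37 °C with compound, 1 h detection · Detection – adenylate kinase release luminescence · Read-out – signal increase indicating cell lysis · Control set – Clomiphene as positive lysis control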
F508del corr = correctors of CFTR F508del function in bronchial epithelial cells. CFBE cells, YFP halide quenching; stimulated with forskolin plus potentiator P3; % fluorescence drop versus neutral controls. activity (quench increase), % at 7.58 µM. 350,000 compounds, 0.36% hits. AID 720511;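 active means mean added fluorescence quench of at least 8% versus neutral control, with both replicates also reaching 8%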;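 further: cells transiently co-express mutant CFTR-F508del with the halide-sensitive YFP; corrector assay measuring rescue of mutant channel to the surface after 24 h compound exposure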
* = called active by the depositor; x = no result given; & = joins results of further samples; [ ] = another dose, or the depositor's remark.

Below each compound – F508del corr, Cneo AK release, INS-1E GSIS act, miR-122 sensor, FN deposit inh, C2C12 statin, PGC1a acetyl inh, PglD inh
CN(C)C(=O)CSc1ncccc1-c1nc2ccccc2[nH]1
→ -0.4, -1, -2, -7, 1, -4, x, 5
O=C(c1ccc(C(F)(F)F)n(Cc2ccc(Cl)cc2)c1=O)N1CCOCC1
→ 3.3, -1, -33, 8, 5, 9, 6, -3
Cc1[nH]n(-c2ncc(-c3ccccc3)s2)c(=O)c1C(c1ccc(Br)cc1)C(C#N)C#N (stereo not drawn)
→ x, 0, -9, 5, 1, x, x, -5
O=C(Nc1ccncc1)OCc1ccccc1
→ 4.3, 3, 10, 4, -1, 4, 39, 4
COc1ccc(NC(=O)OCC(C)C)cc1OC
→ 1.1, x, 26, 0, x, x, 36, x
C[C@H]1CN([C@@H](C)CO)C(=O)c2cc(Br)cnc2O[C@H]1CN(C)Cc1ccc2c(c1)OCO2
→ 3.6, -9, 2, -3[16.7 µM], x, x, 10, 1
COCc1[nH][nH]c(=O)c1C=NCC(=O)OC
→ 2.8, 1, -12, -4, -9, 5, x, 3
Cc1ccsc1/C=N/NC(=O)CNC(=O)c1ccc(S(=O)(=O)N2CCOCC2)cc1
→ 0.8, -2, 1, 1, -1, x, -2, 2
Cc1ccc(-c2cc3nc(-c4ccccc4)cc(N)n3n2)cc1
→ x, 0, x, 0, -4, x, -4, 6
Cc1cccc(Nc2nc(CC(=O)O)cs2)c1
→ 0.6, 2, 5, 1, x, 128*, 2, -5
Cc1cn([C@H]2C[C@H](O)[C@@H](CNC(=O)[C@H](N)C3CC3)O2)c(=O)[nH]c1=O
→ -2.1, 0, 9, 2, 2, -3, 3, -2
CCN(CC)N=Nc1ccc(S(=O)(=O)N2CCSC2C(=O)O)cc1 (stereo not drawn)
→ -2.6, x, 0, -3, 1, x, -2, x
CC1CC(C)CN(C(=O)COC(=O)c2nn(C)c(=O)c3ccccc23)C1 (stereo not drawn)
→ -1.7, -1, 4, x, -4, 1, x, 1
Cc1ccc(Sc2ccc(C(=O)N3CCOCC3)cc2[N+](=O)[O-])cc1
→ 0.5, 0, 4, -2, -6, 23, x, -1
COc1ccc(-c2noc(CNC(=O)C(C)Oc3ccccc3)n2)cc1 (stereo not drawn)
→ 2.6, 12, -16, x, 6, x, x, -1
CCCN(C)C[C@@H]1Oc2ncc(-c3cccc(C#N)c3)cc2C(=O)N([C@H](C)CO)C[C@@H]1C
→ 1.1, 2, -8, 0[16.7 µM], 3, 3, 1, -2
O=C(Cn1nc2n(c1=O)-c1ccccc1SC2)N/N=C/c1cccnc1
→ 1.0, x, x, x, -2, -3, 4, x
Cc1cccc(CSc2nnc(CCCCCNC(=O)OC(C)(C)C)o2)c1
→ -0.2, -7, 9, -2, -4, x, 6, -8
O=c1[nH][nH]c2c(N=Cc3ccccc3O)ccc(F)c12
→ x, -1, 20, -3, x, 38, -5, 2
CCOC(=O)C1CCN(c2ccccc2CN2CCN(c3ccccc3OCC)CC2)CC1
→ x, 0, 1, -5, x, -11, -13, -2
CC(C)Oc1cccc(NC(=O)c2cnccc2C(F)(F)F)c1
→ -2.7, 4, -6, 5, -2, -2, x, 14
CC(CCN1C(Nc2ccccc2)=NC[C@@H]1C)c1ccccc1 (stereo partly drawn)
→ 3.7, 13, -11, 6, -5, -7, 2, 4
O=C1CSC(c2ccco2)N1 (stereo not drawn)
→ x, -2, x, -3, x, x, 17, -4
C[C@H]1CN([C@@H](C)CO)C(=O)c2cc(Br)cnc2O[C@@H]1CN(C)C(=O)Nc1ccccc1
→ -2.6, -8, -3, -6[16.7 µM], 11, 0, -5, 2
Cc1ccccc1N1CCN(C(=O)c2ccccc2NC(=O)C2CC=CCC2C(=O)O)CC1 (stereo not drawn)
→ x, 0, -18, -5, x, x, 5, -3
O=C([C@@H]1[C@@H](CO)[C@@H]2Cn3c(ccc(-c4ccncc4)c3=O)[C@@H]2N1CCC(F)(F)F)N1CCOCC1
→ 3.0, -3, 11, 11[16.7 µM], x, 19, x, 2
CC(C)CC(N)c1csc(Nc2ccc(C(=O)NCCCO)cn2)n1 (stereo not drawn)
→ -1.7, -2, -1, 0, 14, 10, -15, 2
Cc1ccc(S(=O)(=O)N(C)C)cc1NC(=O)C(C)OC(=O)c1ccc2ccccc2n1 (stereo not drawn)
→ -0.8, 0, 7, -2, 1, 4, -9, x
C[C@@H]1CN([C@@H](C)CO)C(=O)CCCn2cc(nn2)CO[C@@H]1CN(C)C(=O)Nc1cccc2ccccc12
→ -2.6, x, -1, -2[16.7 µM], -2, 21, -2, x
CCC(=O)Nc1ccc2c(c1)C(=O)N(C)[C@@H]1CC[C@H](CC(=O)NCC3CCCCC3)O[C@@H]1CO2
→ -1.5, 1, -6, 1[16.7 µM], 2, -11, -3, 1
CC12CN3CC(C)(CN(C1)C3c1ccc(Br)cc1O)C2 (stereo not drawn)
→ x, 2, x, 3, -9, x, 0, 0
C[C@@H]1CCCCO[C@H](CN(C)S(=O)(=O)c2cccs2)[C@@H](C)CN([C@@H](C)CO)C(=O)c2cc(NC(=O)Nc3ccccc3)ccc2O1
→ -3.4, -8, -21, 52[16.7 µM], 8, x, -4, -1
COC(=O)c1ccc(CSc2nnc(C)s2)cc1
→ x, -4, x, 0, x, x, 2, 3
CC(C)c1ccc(NC(=O)C2CCCCN2S(=O)(=O)c2ccccc2)cc1 (stereo not drawn)
→ -1.8, -2, -40, 7, 3, 8, -3, -8
COCCNc1nc2nonc2nc1N(C)Cc1ccc(C)cc1
→ -3.9, x, 7, x, 2, x, 11, x
CC(C)NC(=O)Nc1ccc2c(c1)C(=O)N([C@H](C)CO)C[C@@H](C)[C@@H](CN(C)S(=O)(=O)c1ccc(Cl)cc1)OCCCC[C@H](C)O2
→ -0.9, 0, -19, -1[16.7 µM], 1, x, 10, 1
C[C@H]1CCCCO[C@H](CN(C)S(=O)(=O)c2cccs2)[C@@H](C)CN([C@@H](C)CO)C(=O)c2cc(NC(=O)NC3CCCCC3)ccc2O1
→ -1.3, 2, -25, 45[16.7 µM], x, x, -7, 1
Cc1cccc(CNC(=O)Cn2ccc3cc(S(=O)(=O)N4CCCCCC4)ccc32)c1
→ 1.5, -1, -18, 34, -13, -15, -3, -3
CCOC(=O)[C@H]1[C@H]2COc3ccc(OC)cc3[C@H]2N2C(=O)CN(Cc3ccccc3)C(=O)[C@@]12C
→ -2.1, -3, -13, 2, -6, 2, x, 2
COC(=O)Nc1ncc(CN2C(=O)c3ccccc3C2=O)s1
→ x, 0, 38, -6, x, 13, 11, 2
COc1ccc(C(=O)NCCCN2CCOCC2)cc1S(=O)(=O)N1CCCc2ccccc21
→ -2.4, 0, 4, 0, -6, -1, -11, x
CC(=O)Nc1ccc(S(=O)(=O)NC(C)c2ccncc2)cc1 (stereo not drawn)
→ -1.7, 2, 1, -2, 1, 16, 4, -3
CN(C(=O)c1ccc(NC(=O)Cc2ccc(NC(=O)C3CCN(C(=O)C4CC4)CC3)cc2)cc1)C1CCCC1
→ 2.6, 4, -3, x, -1, 1, x, 0
Cc1ccc(S(=O)(=O)N(C)C[C@H]2OCCCC[C@H](C)Oc3ccc(NC(=O)Nc4ccc5c(c4)OCO5)cc3C(=O)N([C@@H](C)CO)C[C@H]2C)cc1
→ 2.5, 69, 15, -2[16.7 µM], -2, x, 0, -3
Cc1ccc(OCc2nnc(SCc3cc(=O)[nH]c4ccccc34)o2)cc1
→ x, -1, x, 12, 12, 8, 3, 1
COC(=O)Cc1ccc(OC2(C)CCN(Cc3ccccc3OC(F)F)C2)cc1 (stereo not drawn)
→ 3.2, -2, 6, 3, 7, 16, -5, 4
CC(C)=C(NC(=O)c1ccco1)C(=O)NCCc1nc2ccccc2[nH]1
→ x, 0, x, 2, x, 14, -20, 0
COc1ccc(S(=O)(=O)Nc2ccc3c(c2)CC(=O)N([C@H](C)CO)C[C@@H](C)[C@@H](CN(C)S(C)(=O)=O)O3)cc1
→ 1.7, -3, 23, 6[16.7 µM], 7, 20, -14, -1
Cc1ccc(S(=O)(=O)N(C)C[C@H]2OCCCC[C@H](C)Oc3ccc(NS(=O)(=O)c4c(C)noc4C)cc3C(=O)N([C@@H](C)CO)C[C@H]2C)cc1
→ 1.2, 0, 10, -6[16.7 µM], -8, x, -12, -2
CO[C@H](CN(C)Cc1nccs1)[C@H](C)CN([C@@H](C)CO)S(=O)(=O)c1ccc(C)cc1
→ -1.6, 18, -1, x, -10, 2, -6, 1
C[C@H](CO)N1C[C@H](C)[C@H](CN(C)Cc2ccc(C(=O)O)cc2)Oc2ccc(NC(=O)CCC(F)(F)F)cc2C1=O
→ -1.7, -1, 0, 0[16.7 µM], x, -16, 3, 8
Cc1cc(-c2nc3cccnc3s2)ccc1NS(=O)(=O)c1cccs1
→ -0.4, 1, 21, x, 9, -16, x, -1
COc1ccc(CN(C)C[C@H]2Oc3ccc(NS(=O)(=O)c4ccc(F)cc4)cc3C(=O)N([C@@H](C)CO)C[C@H]2C)cc1
→ 3.8, -1, -2, 1[16.7 µM], x, 6, -4, 3
CC(=O)Nc1ccc(-c2ccnc3c2CC(C(=O)NCC2CCOCC2)O3)cc1 (stereo not drawn)
→ 0.6, 6, x, x, 3, -4, x, 2
Cc1cccc(NC(=O)CN2CCN(C(=O)CNC(=O)Cc3cccc4ccccc34)CC2)c1C
→ 1.8, 1, 2, -4, 5, 19, -1, 0
COc1ccc(NC(=O)Nc2cccc3c2O[C@H](CN(C)S(C)(=O)=O)[C@@H](C)CN([C@H](C)CO)C3=O)cc1
→ -0.3&0.7, 2&-1, 21&0, -7[16.7 µM], 11, 0, 12&-19, 2&0
C[C@@H]1CN([C@H](C)CO)C(=O)Cc2cc(NC(=O)Nc3ccccc3)ccc2O[C@H]1CN(C)S(=O)(=O)c1ccccc1
→ -3.6, -2, 7, 5[16.7 µM], x, 2, -4, 4
Cc1cccc(NC(=O)CN(CC2CCCO2)C(=O)c2ccc(S(C)(=O)=O)cc2)c1C (stereo not drawn)
→ 1.3, 0, 7, -11, -4, 7, -1, -7
CC(C)NC(=O)N(C)C[C@H]1Oc2ccc(NC(=O)Nc3ccccc3)cc2C(=O)N([C@H](C)CO)C[C@H]1C
→ -1.4, 3, 30, -4[16.7 µM], x, -3, 0, -6
CCOC(=O)CN1CCC(C2(c3cc4ccccc4[nH]3)OCCO2)CC1
→ 0.8, -1, -8, x, 0, x, x, 1

(more compounds)
Below each compound – F508del corr, Cneo AK release, INS-1E GSIS act, miR-122 sensor, FN deposit inh, C2C12 statin, PGC1a acetyl inh, PglD inh
O=C(Nc1ccc(F)cc1)N1CCCCN2[C@H](CO)[C@@H](c3ccc(C#Cc4ccccn4)cc3)[C@H]2C1
→ 0.0, 0, -10, 7[16.7 µM], x, x, -2, -2
COCCNC(=O)c1cc2oc3ccccc3c2n1C
→ x, -1, x, 4, -5, -6, -6, -1
CC1(C)COC(/C=C/c2ccc([N+](=O)[O-])cc2)=N1
→ x, 2, -12, -8, 16, x, x, -7
O=C(Nc1ccccc1N1CCCCC1)C1CC(=O)N(c2ccccc2F)C1 (stereo not drawn)
→ 4.6, 0, -2, 1, 6, 11, 0, -3
O=C(C[C@@H]1CC[C@@H]2[C@H](COC[C@@H](O)CN2C(=O)Cc2ccccc2)O1)NC1CCC1
→ 0.0, -3, 2, -1[16.7 µM], -5, 1, 4, 1
